BAZ2B inh: qHTS Assay for Inhibitors of BAZ2B | AlphaScreen BAZ2B-H3K14Ac peptide displacement | AID 504333, 2011 | Potency, µM (highest dose often 114 µM), without a hit: at the top dose activity change, negative = inhibition, usual class: inhibitors | 360,000 tested, 4.4% active | Bromodomain adjacent to zinc finger domain protein 2B (Homo sapiens), Q9UIF8; note: potency is the fitted concentration of half-maximal effect; % is set by controls: 0 for no effect and ±100 for the full control effect; nearly all actives have a fitted effect of over 60% in size
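Inhibition is scored as reduced AlphaScreen emission. The BAZ2B/b-H3(5-23)K14Ac complex (50 nM each) in PBS pH 7.4, 0.01% Tween-20 meets compound (up to 110 uM) for 30 min at RT before bead addition.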
PI4K2A block: qHTS for small molecular inhibitors of PI4K2A; 420,000 tested, 0.13% active; activity change, negative = inhibition, % at 76.9 µM; AID 1346378, 2018; Phosphatidylinositol 4-kinase type 2-alpha (Homo sapiens), Q9BTU6; purified PI4K2A, ADP-Glo luminescence, 1 h; stronger effect = lower value; in the data active = activity change below about -50%; inconclusive = mostly about -30% to -49%;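 note: -100% = wells without enzyme as full effect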
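In this quantitative HTS, ADP production by PI4K2A was quantified luminescently after 1 h at ambient temperature; 100 microM adenosine served as plate-quality control.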
ALOX12 inh: Primary qHTS assay for inhibitors of human arachidonate 12S-lipoxygenase (ALOX12): Round 2; Polyunsaturated fatty acid lipoxygenase ALOX12 (Homo sapiens), P18054; purified 12hLO, xylenol orange hydroperoxide absorbance; Potency, µM (top dose mostly 108 µM), for the others: top-dose activity change, negative = inhibition, hits mostly inhibitors; 580,000 tested, 1.1% active; note: potency is the fitted concentration of half-maximal effect; % is set by controls: 0 for no effect and ±100 for the full control effect
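Purified human 12hLO (150 nM final) in 25 mM Hepes, 0.01% Triton X-100, pH 7.0 was preincubated 15 min at room temperature with compound. Then 40 uM arachidonic acid was added, 30 min. Hydroperoxide was read by Fe-XO absorbance ratio 573/405 nm.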
G9a block: qHTS Assay for Inhibitors of Histone Lysine Methyltransferase G9a; AID 504332, 2011; Potency, µM (doses to about 102 µM), inactives show at the top dose activity, negative = inhibition, usual class: inhibitors; 350,000 tested, 8.8% active; G9a H3K9 monomethylation, AlphaScreen, 2 h; Histone-lysine N-methyltransferase EHMT2 (Homo sapiens), Q96KQ7; note: potency is the fitted concentration of half-maximal effect; % is set by controls: 0 for no effect and ±100 for the full control effect; nearly all actives have a fitted effect of over 75% in size
Target sequence (Q96KQ7 913-1193 limits assumed): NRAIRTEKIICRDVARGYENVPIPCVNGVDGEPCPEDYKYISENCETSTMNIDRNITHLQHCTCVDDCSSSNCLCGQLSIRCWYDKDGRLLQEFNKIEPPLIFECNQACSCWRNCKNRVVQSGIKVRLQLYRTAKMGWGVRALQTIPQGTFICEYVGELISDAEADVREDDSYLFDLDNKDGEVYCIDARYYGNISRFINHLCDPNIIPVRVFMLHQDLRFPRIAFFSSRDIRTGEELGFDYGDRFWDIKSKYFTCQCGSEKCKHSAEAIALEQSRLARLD
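Signal arises when biotinylated H3K9 peptide, once monomethylated, bridges streptavidin donor and antibody-captured acceptor beads. Enzyme at 20 nM was preincubated 15 min with test compounds; peptide 500 nM and SAM 20 uM then reacted for 2 h.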
HP1b binding inh: HTS for Inhibitors of HP1-beta Chromodomain Interactions with Methylated Histone Tails; Chromobox protein homolog 1 (Homo sapiens), P83916; AlphaScreen HP1-beta / biotin-H3K9me3 peptide binding; Potency, µM (top dose mostly 114 µM), for the others: at the top dose activity change, negative = inhibition, actives largely listed as inhibitors; 390,000 tested, 0.56% active; AID 540317, 2011; note: potency is the fitted concentration of half-maximal effect; nearly all actives have a fitted effect of over 70% in size; inactives centre near 23
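AlphaScreen: HP1-beta (50 nM) preformed 30 min with biotin-H3(1-18)K9me3 peptide (50 nM) in PBS pH 7.4, 0.01% Tween-20. Compound added for 30 min at RT, then streptavidin donor/nickel chelate acceptor beads (10 ug/mL) for 30 min.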
JMJD2A Tudor inh: qHTS Assay for Inhibitors of JMJD2A-Tudor Domain; AlphaScreen JMJD2A-Tudor / H3K4me3 peptide binding; Potency, µM (top dose mostly 114 µM), without a hit: top-dose activity change, negative = inhibition, most hits filed as inhibitors; 390,000 tested, 4.4% active; note: potency is the fitted concentration of half-maximal effect; % is set by controls: 0 for no effect and ±100 for the full control effect; nearly all actives have a fitted effect of over 50% in size
ERG Ets-DNA blk: qHTS for Small Molecule Inhibitors of the ERG Ets/DNA interaction | Transcriptional regulator ERG (Homo sapiens), P11308 | fluorescence polarization, His-ERG Ets domain / labelled DNA | Potency, µM (titrated, usually from 76.9 µM), for inactives: top-dose FP activity, negative = inhibition, hits mostly inhibitors | 370,000 tested, 0.028% active | AID 624246, 2012; active = well fitted inhibition curve with a large enough effect in the polarisation, with a control signal flat; inconclusive = small, poorly fitted or top-dose-only effect, or effect the other way, or a change in a side signal; inactive = no such curve, though single readings can be large or run the other way; the % refers to the polarisation;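 note: polarization taken with two DNA probes labelled with fluorescein and Texas red; potency is the fitted concentration of half-maximal effect; % of control where 0% means no effect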
Target sequence (P11308 whole entry, looked up, the tested form may be a part): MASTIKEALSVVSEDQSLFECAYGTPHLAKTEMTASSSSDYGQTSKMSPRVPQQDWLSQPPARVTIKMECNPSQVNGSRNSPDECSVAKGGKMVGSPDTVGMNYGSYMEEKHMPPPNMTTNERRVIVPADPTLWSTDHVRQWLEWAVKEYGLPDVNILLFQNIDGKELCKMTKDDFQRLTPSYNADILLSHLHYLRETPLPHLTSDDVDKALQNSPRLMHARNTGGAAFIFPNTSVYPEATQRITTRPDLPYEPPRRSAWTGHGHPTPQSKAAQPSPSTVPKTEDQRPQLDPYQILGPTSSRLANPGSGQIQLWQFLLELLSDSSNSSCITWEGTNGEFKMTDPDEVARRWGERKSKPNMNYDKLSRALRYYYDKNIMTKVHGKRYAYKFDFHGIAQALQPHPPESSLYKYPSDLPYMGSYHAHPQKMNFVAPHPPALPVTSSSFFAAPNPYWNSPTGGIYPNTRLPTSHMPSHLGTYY
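His-tagged ERG Ets domain (1 uM in the protein solution; 300mM KCl, 50mM Tris-HCl, 1mM EDTA, 1mM DTT, pH 7.5) received compound, then a probe mix of 5 nM fluorescein-DNA and 100nM Texas-615-DNA. Fluorescence polarization was read for both dyes.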
GLS inhibitor: qHTS for Inhibitors of Glutaminase (GLS) | Glutaminase kidney isoform, mitochondrial (Homo sapiens), O94925 | GLS enzymatic activity, qHTS titration | Potency, µM (highest dose often 45.5 µM), for the others: at the highest dose activity change, negative = inhibition, actives largely listed as inhibitors | 410,000 tested, 0.21% active; note: potency is the fitted concentration of half-maximal effect; % is set by controls: 0 for no effect and ±100 for the full control effect
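hKGA; 45 mM KH2PO4 pH 8.2 + 0.02% Tween-20; cpd via pin tool; 1 mM Gln soln; GluOx/HRP/Amplex Red; RT 30 min; fluor. t0 & final.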
RGS4 inhibitor: Inhibitors of Regulator of G Protein Signaling (RGS) 4: qHTS; Regulator of G-protein signaling 4 (Homo sapiens), P49798; Transcreener GDP fluorescence polarization, RGS4-accelerated GTP hydrolysis; Potency, µM (series often up to 114 µM), without a hit: at the highest dose activity change, negative = inhibition, usual class: inhibitors; 390,000 tested, 0.039% active; AID 504845, 2011; note: potency is the fitted concentration of half-maximal effect; % is set by controls: 0 for no effect and ±100 for the full control effect; nearly all actives have a fitted effect of over 75% in size; some results filed as inactive show a strong effect at the top dose
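MLSMR compounds (23 nl, pin-transferred) preincubated 10 min at room temperature with a 500nM (2x) first reagent, then RGS4 at 900nM (2x) plus Transcreener GDP mix added; fluorescence polarization (620/688 nm) read before and after 90 min at 30 °C.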
* = called active by the depositor; ? = inconclusive; · = not tested or not shown; & = joins results of further samples; ! = not confirmed by another sample; [ ] = dose if it differs, or a comment. Unless noted, calls come from the whole dose curve; as a rule, active = well fitted curve in the direction sought with a large enough effect; inconclusive = small, poorly fitted or top-dose-only effect, or another doubt; inactive = no such curve, though single readings can be large; an effect the other way counts as inactive or inconclusive. This is a subset; the hit share may differ from the screen's.

[1] COc1cc(/C=C/C(=O)Nc2cc(S(=O)(=O)N3CCOCC3)ccc2N2CCCC2)cc(OC)c1OC
[2] CCNS(=O)(=O)c1ccc(CCC(=O)N2CCN(c3ccccc3)CC2)cc1
[3] Cc1ccc(S(=O)(=O)NCc2ccccc2)cc1C(=O)NC1CCC(C)CC1 (configuration not stated)
[4] Cc1ccc2onc(CC(=O)N3CCN(c4ccccc4)CC3)c2c1
[5] O=C(O)c1cc(=O)c2ccccc2[nH]1
[6] CCOc1ccccc1OCCCCCc1c(C)n[nH]c1C
[7] CCOc1ccc(CCNC(=O)CSc2nc3ccccc3nc2Cc2ccc(C)cc2)cc1OCC
[8] CCOc1ccc(CCNC(=O)CS(=O)(=O)Cc2nc(-c3ccc(OC)cc3)oc2C)cc1

compound no.	1	2	3	4	5	6	7	8
BAZ2B inh	-29%	-20%	-16%	-30%	?	-9%	-5%	-38%[57.1 µM]
PI4K2A block	2	-4	-5	-1	0&-5	3	1	-7&-1
ALOX12 inh	0%	17%	0%	?	13µM*!	-49%	-3%	-4%&-23%
G9a block	10µM*	?	14%	-6%[59 µM]	10µM*!	25%[2.33 µM]	?	-41%
HP1b binding inh	?	31%	27%	15%	13%	20%	24%	14%&0%
JMJD2A Tudor inh	-31%	-10%	-8%	-31%	?	-21%	-12%	-19%&-29%
ERG Ets-DNA blk	9%	-1%	-15%	-2%	16%	-3%	-4%	7%&1%
GLS inhibitor	3%	20%	-5%	8%	3%	6%	5%	-2%&-8%
RGS4 inhibitor	-47%	3%	-22%	-10%	3%[56.9 µM]	29%	10%	4%&-8%

[9] COCCCNC(=O)c1ccc2c(c1)nc1n2CCCCC1
[10] Cn1c(=O)c2c(ncn2CCOC(=O)C(C)(C)Oc2ccc(Cl)cc2)n(C)c1=O
[11] Cc1nc(C)n(C(C)CNS(=O)(=O)c2ccc(Cl)cc2)n1 (configuration not stated)
[12] CNc1nc(SCc2ccccc2)nc(N2CCOCC2)n1
[13] Cc1cccc(NC(=O)CCCn2c(=S)[nH]c3ccccc3c2=O)c1
[14] COCCCn1c(SCC(=O)N2CCc3ccccc32)nnc1-c1ccco1
[15] COc1cc(-c2nc(S(=O)(=O)c3ccc(C)cc3)c(N3CCOCC3)o2)cc(OC)c1OC
[16] CCOC(=O)c1cn[nH]c1NC(=S)Nc1ccc(OC)cc1

compound no.	9	10	11	12	13	14	15	16
BAZ2B inh	2%	·	0%	1%	-15%	-4%	?	-13%
PI4K2A block	-7	0	-6	7	-2	2	-1	-11
ALOX12 inh	-7%	23%	9%	-30%	0%	4%	-5%	?
G9a block	0%[59 µM]	-7%[12.7 µM]	1%	-4%[59 µM]	71%[activator][59 µM]	-3%[59 µM]	?	·
HP1b binding inh	19%[57 µM]	·	-3%	51%[activator]	50%	17%	2%	47%[activator]
JMJD2A Tudor inh	-15%	·	-10%	-1%	-19%	-6%[57.1 µM]	?	-12%
ERG Ets-DNA blk	-5%	·	2%	-1%	4%	3%	3%	12%
GLS inhibitor	-10%	-4%&1%	5%	-1%	4%	-3%	9%	8%
RGS4 inhibitor	6%	·	-10%	-3%	30%	-32%[56.9 µM]	10%	-23%

Exported with values under each structure: entries from further up
The line under a structure holds: BAZ2B inh, PI4K2A block, ALOX12 inh, G9a block, HP1b binding inh, JMJD2A Tudor inh, ERG Ets-DNA blk, GLS inhibitor, RGS4 inhibitor
#13 Cc1cccc(NC(=O)CCCn2c(=S)[nH]c3ccccc3c2=O)c1
  -15%, -2, 0%, 71%[activator][59 µM], 50%, -19%, 4%, 4%, 30%
#14 COCCCn1c(SCC(=O)N2CCc3ccccc32)nnc1-c1ccco1
  -4%, 2, 4%, -3%[59 µM], 17%, -6%[57.1 µM], 3%, -3%, -32%[56.9 µM]
#15 COc1cc(-c2nc(S(=O)(=O)c3ccc(C)cc3)c(N3CCOCC3)o2)cc(OC)c1OC
  ?, -1, -5%, ?, 2%, ?, 3%, 9%, 10%
#16 CCOC(=O)c1cn[nH]c1NC(=S)Nc1ccc(OC)cc1
  -13%, -11, ?, ·, 47%[activator], -12%, 12%, 8%, -23%

(more compounds)
[17] COc1ccc(NC(=O)CCNS(=O)(=O)c2ccccc2F)cc1S(N)(=O)=O
[18] CCn1c(CNc2ccc(F)cc2)nnc1SCCN1CCCCC1
[19] CCOC(=O)CNC(=O)CSc1cc(C)nc2ccc(OC)cc12
[20] CCOc1nc(Nc2ccc(F)cc2)nc(N2CCN(c3ccc(OC)cc3)CC2)n1
[21] O=C(NCCS(=O)(=O)N1CCCCCC1)c1ccc(F)cc1
[22] Cc1ccc(NC(=O)c2cc(-c3cccs3)on2)cc1
[23] O=C(CSCc1ccco1)N1CCc2ccccc21
[24] CC12CCC(=O)C=C1C(F)CC1C2C(O)CC2(C)C1CCC2(O)C(=O)CO (configuration not stated)
[25] O=C(NCc1ccc(F)cc1)c1ccc2c(Cl)c3c(nc2c1)CCCC3
[26] CCn1nnnc1SCC(=O)NCc1cccs1

compound no.	17	18	19	20	21	22	23	24	25	26
BAZ2B inh	6%	-4%	1%	-35%	-4%	-1%	-27%	·	-12%	47%[activator]
PI4K2A block	-2	-3	-2	5	1	-5	-2	10	-1	-1
ALOX12 inh	14%	0%	13%	21%	-4%	-21%	·	-8%	-14%	0%
G9a block	-9%	9%	1%	?	-1%[0.501 µM]	29%[12.7 µM]	71µM*	·	-2%[59 µM]	?
HP1b binding inh	16%	18%	49%[activator]	-6%	1%	19%	18%	22%	14%	33%
JMJD2A Tudor inh	-21%	-4%	-11%	-24%	-2%	1%[57.1 µM]	-24%	-1%	-22%	8%
ERG Ets-DNA blk	-5%	-3%	-5%	3%	16%	2%	0%	-14%	3%	-4%
GLS inhibitor	-5%	37%[activator]	-1%	9%	0%	-3%	-7%	3%	3%	-4%
RGS4 inhibitor	2%	-18%	-51%	-41%	0%	-17%[11.4 µM]	-16%	4%	?	-10%

An excerpt from above, limited to ALOX12 inh and JMJD2A Tudor inh:
nr	Structure	ALOX12 inh	JMJD2A Tudor inh
22	Cc1ccc(NC(=O)c2cc(-c3cccs3)on2)cc1	-21%	1%[57.1 µM]
23	O=C(CSCc1ccco1)N1CCc2ccccc21	·	-24%
24	CC12CCC(=O)C=C1C(F)CC1C2C(O)CC2(C)C1CCC2(O)C(=O)CO (configuration not stated)	-8%	-1%
25	O=C(NCc1ccc(F)cc1)c1ccc2c(Cl)c3c(nc2c1)CCCC3	-14%	-22%
